ELG1 genotox = qHTS screen for small molecules that induce genotoxicity in human embryonic kidney (HEK293T) cells expressing luciferase-tagged ELG1. HEK293T ELG1-luciferase reporter, luminescence, 16 h. Potency, µM (top dose mostly 46 µM), inactives show at the highest dose activity change, positive = activation, hits mostly activators. 330,000 compounds, 1.3% hits; further: potency means the concentration at half of the fitted maximal effect; % of control where 0% means no effect; nearly all actives have a fitted effect of over 60% in size
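Step 1: seed 2,000 HEK293T ELG1-luciferase cells per well. Step 2: add compound or DMSO, incubate 16 hr at 37 °C. Step 3: ONE-Glo, 30 min at room temperature, read luminescence.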
Rab9 prom act = qHTS Assay for Rab9 Promoter Activators; Potency, µM (highest dose often 9.22 µM), for the others: top-dose activation, negative = inhibition, most hits filed as activators; 320,000 compounds, 2.8% hits; AID 485297, 2010; Huh7 Rab9 promoter-luciferase reporter, luminescence, 24 h; further: potency means the concentration at half of the fitted maximal effect; % of control where 0% means no effect; nearly all actives have a fitted effect of over 60% in size
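Measured in stably transfected Huh7 cells bearing a Rab9 promoter–luciferase construct: 24 h compound treatment at 37 °C, followed by luminescence detection.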
RORg inh = qHTS for inhibitors of ROR gamma transcriptional activity. Nuclear receptor ROR-gamma (Mus musculus), P51450. 310,000 compounds, 5.4% hits. Drosophila S2 Gal4-RORgamma UAS-luciferase reporter, 20 h. AID 2551, 2010. Potency, µM (highest dose often 53.6 µM), for the others: at the top dose activity change, negative = inhibition, usual class: inhibitors; further: potency means the concentration at half of the fitted maximal effect; on the % scale 0 is the no-effect control and ±100 the full control effect; nearly all actives have a fitted effect of over 60% in size
Target sequence (P51450 whole entry, looked up, the tested form may be a part): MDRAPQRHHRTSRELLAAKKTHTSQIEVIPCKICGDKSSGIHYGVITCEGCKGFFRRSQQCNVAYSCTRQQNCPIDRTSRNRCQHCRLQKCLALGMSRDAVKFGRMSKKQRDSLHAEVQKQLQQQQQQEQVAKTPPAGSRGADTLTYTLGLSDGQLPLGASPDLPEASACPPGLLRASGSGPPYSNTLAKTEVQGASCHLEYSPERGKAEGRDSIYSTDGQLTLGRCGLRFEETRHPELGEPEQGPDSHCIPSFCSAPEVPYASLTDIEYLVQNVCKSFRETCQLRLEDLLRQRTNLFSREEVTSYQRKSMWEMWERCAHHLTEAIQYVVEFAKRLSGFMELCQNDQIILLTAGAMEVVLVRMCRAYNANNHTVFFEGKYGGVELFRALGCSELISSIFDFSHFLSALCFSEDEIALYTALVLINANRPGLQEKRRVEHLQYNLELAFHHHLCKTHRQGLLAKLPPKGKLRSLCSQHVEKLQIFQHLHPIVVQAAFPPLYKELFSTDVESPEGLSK
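Schneider cells (Drosophila), stable Gal4 DBD–ROR gamma + UAS-luc; 1 hr cmpd preincubation; Cu2+ induction 700 uM final; 20 hr ambient; luminescence.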
Giardia kill = Small Molecules that selectively kill Giardia lamblia: qHTS. Giardia lamblia trophozoite viability. activity change, % at 7.66 µM, hits read low. 340,000 compounds, 0.15% hits. AID 540267, 2011; in the data active means activity change below about -80%; inconclusive means between about -30% and that limit;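 further: parasites exposed to compound for two days anaerobically before the ATP read; on the % scale 0 is the no-effect control and ±100 the full control effect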
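Giardia lamblia trophozoites (100 cells/well) were incubated with compounds for 48 h at 37 deg C under anaerobic conditions. Viability was read as ATP content by one-step luminescence after 15-30 min at room temperature.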
FLuc counter = qHTS profiling assay for firefly luciferase inhibitor/activator using purifed enzyme and Km concentrations of substrates (counterscreen for miR-21 project) | purified FLuc, Km substrates, luminescence inhibition | Potency, µM (doses to about 57.5 µM), without a hit: top-dose activity change, negative = inhibition, usual class: inhibitors | 360,000 compounds, 6.9% hits | AID 588342, 2011;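 further: potency means the concentration at half of the fitted maximal effect; plate controls were vehicle for no effect and reference inhibitor for full effect; nearly all actives have a fitted effect of over 55% in size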
Target sequence (P08659 whole entry, looked up): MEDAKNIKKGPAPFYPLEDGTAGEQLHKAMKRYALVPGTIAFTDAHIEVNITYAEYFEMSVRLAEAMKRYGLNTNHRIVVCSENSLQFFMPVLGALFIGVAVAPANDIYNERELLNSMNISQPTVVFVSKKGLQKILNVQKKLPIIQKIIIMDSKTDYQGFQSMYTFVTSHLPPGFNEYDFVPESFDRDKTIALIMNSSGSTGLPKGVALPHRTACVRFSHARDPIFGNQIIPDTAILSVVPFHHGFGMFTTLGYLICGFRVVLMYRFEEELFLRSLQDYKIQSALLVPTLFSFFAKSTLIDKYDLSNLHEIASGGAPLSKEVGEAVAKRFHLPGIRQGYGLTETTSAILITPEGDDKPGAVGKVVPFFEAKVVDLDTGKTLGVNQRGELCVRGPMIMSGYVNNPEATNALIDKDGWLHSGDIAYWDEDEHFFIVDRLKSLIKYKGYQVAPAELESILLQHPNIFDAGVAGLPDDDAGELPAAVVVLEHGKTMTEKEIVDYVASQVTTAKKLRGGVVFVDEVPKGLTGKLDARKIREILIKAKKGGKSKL
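Purified P. pyralis luciferase (10nM final) with 10uM D-luciferin and 10uM ATP (Km levels) in 50mM Tris acetate pH 7.5, 10mM Mg acetate, 0.01% Tween-20, 0.05% BSA; qHTS 6-point titration, ~60 µM downward; luminescence read.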
p53 reactivator = qHTS assay for re-activators of p53 using a Luc reporter | H1299 p53-A138V BP100-luciferase reporter, luminescence, 24 h | 320,000 compounds, 0.063% hits | AID 504706, 2011 | Potency, µM (series often up to 92.2 µM), for inactives: at the highest dose activity change, positive = activation, actives largely listed as activators; further: potency means the concentration at half of the fitted maximal effect; % of control where 0% means no effect; nearly all actives have a fitted effect of over 45% in size
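p53-null H1299 cells stably carrying temperature-sensitive p53-A138V and a BP100-luciferase reporter were pinned with compounds (4-point, 1:5 series) and held 24 hrs at 37 deg C. Luminescence was read 10 min after detection reagent.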
BRCA1 expr act = qHTS Assay to Identify Small Molecule Activators of BRCA1 Expression | MCF7-BRCA1-FFLuc reporter, luminescence, 48 h; response scale: scaled: vehicle 0%, 10 µM genistein 100% | Potency, µM (top dose mostly 46.1 µM), for the others: at the top dose activation, usual class: activators | 380,000 compounds, 1.1% hits | AID 624202, 2012; further: potency means the concentration at half of the fitted maximal effect; nearly all actives have a fitted effect of over 80% in size; some results filed as inactive show a strong effect at the top dose
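Cells: MCF7-BRCA1-FFLuc, 2000/well. Exposure: 48 h, 37 °C, 5% CO2. Read: luminescence, 15 min post-substrate. Controls: genistein 10 microM (maximal activation), DMSO (neutral).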
NPC1 prom act = qHTS Assay for NPC1 Promoter Activators | 320,000 compounds, 2.4% hits | Huh7 NPC1 promoter luciferase reporter, 24 h | AID 485313, 2010 | Potency, µM (highest dose often 9.22 µM), inactives show at the top dose activation, usual class: activators;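 further: potency means the concentration at half of the fitted maximal effect; % of control where 0% means no effect; nearly all actives have a fitted effect of over 60% in size; reporter is driven by a mutant NPC1 promoter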
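Luminescence from an NPC1 promoter-driven luciferase reporter in stably transfected Huh7 cells was measured after 24 h compound treatment at 37 °C, followed by 10 min ambient incubation with luciferase detection reagent.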
Gal4-VP16 FLuc = VP16 counterscreen qHTS for inhibitors of ROR gamma transcriptional activity. Drosophila S2 Gal4-VP16 UAS-luciferase, luminescence, 20 h. Potency, µM (series often up to 53.6 µM), for the others: top-dose activity, negative = inhibition, usual class: inhibitors. 310,000 compounds, 3.5% hits. AID 2546, 2010;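 further: Gal4-VP16 expression switched on by copper sulfate through the metallothionein promoter; potency means the concentration at half of the fitted maximal effect; on the % scale 0 is the no-effect control and ±100 the full control effect; nearly all actives have a fitted effect of over 50% in size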
Menin MLL FP TR = qHTS Assay for Inhibitors Targeting the Menin-MLL Interaction in MLL Related Leukemias: Competition With Texas Red Labeled MLL-derived Mutant Peptide; Menin + Texas Red MLL mutant peptide, fluorescence polarization; Potency, µM (doses to about 61.6 µM), without a hit: top-dose FP activity change, negative = inhibition, hits mostly inhibitors; 270,000 compounds, 0.23% hits; AID 1768, 2009; active means well fitted inhibition curve with a large enough effect in the polarisation, with a control signal flat, not every such curve was filed as active; inconclusive means small, poorly fitted or top-dose-only effect, or effect the other way, or a change in a side signal; inactive means no such curve, though single readings can be large or run the other way; the % refers to the polarisation; further: potency means the concentration at half of the fitted maximal effect; % of control where 0% means no effect; many of its hits are not listed in these tables
PKM2 act = qHTS Assay for Activators of Human Muscle isoform 2 Pyruvate Kinase | purified PKM2, Kinase-Glo ATP luminescence, activation; response scale: 0% is enzyme alone, no compound | Potency, µM (highest dose often 57.5 µM), for the others: at the top dose activation, most hits filed as activators | 260,000 compounds, 0.34% hits | AID 1631, 2009; further: potency means the concentration at half of the fitted maximal effect; on the % scale 0 is the no-effect control and ±100 the full control effect; nearly all actives have a fitted effect of over 55% in size
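Purified hPK-M2 (>95%) run at intermediate activity with 0.1 mM ADP and 0.5 mM PEP in 50 mM imidazole pH 7.2, KCl, MgCl2; 1 h room temperature. ATP formed read by Kinase-Glo luminescence; normalized to uninhibited and no-enzyme controls.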
* = called active by the depositor; ? = inconclusive; / = no result given; [ ] = remark or other dose. Unless noted, the call rests on the fitted dose curve; in most records, active means well fitted curve in the direction sought with a large enough effect; inconclusive means small, poorly fitted or top-dose-only effect, or another doubt; inactive means no such curve, though single readings can be large; an effect the other way counts as inactive or inconclusive. An excerpt; rates above refer to the full screens.

The line under a structure holds: ELG1 genotox | Rab9 prom act | RORg inh | Giardia kill | FLuc counter | p53 reactivator | BRCA1 expr act | NPC1 prom act | Gal4-VP16 FLuc | Menin MLL FP TR | PKM2 act
CCOc1ccc(CN2CCSCC2)cc1
  0% | -3% | -43% | 25 | 1% | / | -23% | -6% | -2% | 7% | -3%
Cc1ccc(C=Nc2ccccc2C(N)=O)cc1
  ? | -16% | 5% | ? | ? | ? | -64% | -19% | 0% | -4% | -1%
COc1ccc(-n2cc(-c3ccccc3)c3c(N4CCOCC4)ncnc32)cc1
  -16% | 1% | 8% | 7 | ? | -5% | -82% | 1% | 0% | -15% | -5%
CCOc1nonc1C(=N)/C(C(C)=O)=C(\C)O
  11% | 6% | 18% | -21 | 5% | 11% | 1% | 7% | 0% | -9% | 4%
CC1CCCCN1C(=O)c1cc(-c2ccc(Cl)c(Cl)c2)on1 (configuration not stated)
  ? | 2.5µM* | 38% | -11 | 12µM* | ? | 5.6µM* | 4µM* | 3% | -4% | 0%
Nc1c2c(nc3c1CCCC3)CCCC2 (tested in a mixture with another compound)
  -2% | -1% | 0% | -15 | -1% | / | 10% | -1% | -9% | ? | -2%[11.5 µM]
CCn1c(=O)c(CCC(=O)N2CCOCC2)c(C)c2c(C)nn(-c3ccccc3)c21
  -15% | -1% | -6% | 10 | -1% | -8% | -18% | -2% | 3% | / | /
Cc1c(-c2ccnc3cc(C(=O)O)nn23)cnn1C
  0% | -6% | 22% | 4 | -1% | 1% | 24% | 1% | -1% | 0% | -3%
Cn1c(=O)c2c(nc(N3CCOCC3)n2CCCNC2=NCCC2)n(C)c1=O
  4% | -10% | -7% | 1 | 3% | -6% | 0% | 4% | -1% | 10% | 1%
C=CCc1cc(Cl)ccc1OCCOCCNCCOC
  1% | -8% | 4% | 1 | 4% | -10% | -13% | 1% | 5% | -4% | 3%
COc1ccc(Br)cc1CN1C(=O)NC2(CCCCCC2)C1=O
  1% | 7% | 6% | 3 | ? | -1% | -23% | 1% | -10% | -10% | /
Cc1ccc(NC(=O)CN(C)C(=O)C(C)N2CCN(Cc3ccccc3C)CC2)cc1 (configuration not stated)
  -1% | -2% | / | -14 | 8% | 0% | -37% | -2% | / | / | /
CCOc1ccc(NC(=O)[C@@H](NC(=O)OCc2ccccc2)[C@@H](C)CC)cc1
  0% | -1% | -16% | 11 | 0% | 5% | 0% | 2% | 0% | 10% | 0%
COc1ccc(NC(C)=O)cc1NC(=O)CCn1c(=O)sc2ccccc21
  6% | -2% | 22% | 6 | -1% | 4% | -2% | -1% | 3% | 4% | 5%
N#Cc1cnc2nc(SCc3ccccc3)nn2c1
  ? | ? | -14% | -10 | -17% | ? | 3.5µM* | 1.4µM* | 7% | 32%[activator] | /
CCOC(=O)c1sc2nc(CSc3ccccc3)nc(NCCN(C)C)c2c1C
  -2% | 5% | -21% | 5 | -4% | -3% | -14% | -6% | -1% | ? | -5%
N#Cc1nc(Cc2ccccc2)oc1NCCc1ccccc1
  ? | 3.2µM* | 4% | 22 | 17µM* | ? | ? | 3.2µM* | -7% | 20% | ?
Cc1cc(C)n2nc(C(=O)OCC(=O)N(C)Cc3ccccc3)nc2n1
  -1% | -2% | / | -25 | 0% | -1% | 3% | -2% | / | / | /
Cc1ccc2nc(NC(=O)C3CCN(S(=O)(=O)c4cccc5nsnc45)CC3)sc2c1
  -12% | -17% | ? | -5 | -17% | -11% | -79% | -3% | -2% | ? | 5%
COCCn1c(C(C)C)nc2oc3ccccc3c(=O)c2c1=O
  0% | 2% | -2% | -6 | 0% | 13% | -2% | 2% | -10% | 1% | -2%
CN1CCN(C(=O)CSc2nc(-c3ccncc3)ccc2C#N)CC1
  0% | -10% | -12% | 8 | 2% | -1% | -22% | 1% | 2% | 6% | 0%
COc1ccccc1C(=O)NCC(=O)N/N=C/c1ccc([N+](=O)[O-])cc1
  0% | -4% | -21% | -4 | -6% | 3% | 11% | -7% | -7% | 10% | 11%
CCOC(=O)C1=C(c2ccccc2)NC(=O)NC1c1cc(Br)c(O)c(OC)c1 (configuration not stated)
  0% | 0% | ? | 7 | 6% | -6% | -32% | -1% | ? | 33%[activator] | -32%
C[C@@H]1Cc2c(O)c(O)cc(O)c2C(=O)O1
  -6% | -8% | 20% | -2 | -2% | 6% | 9% | 2% | -4% | / | -9%
COc1cc(NC(=O)c2cccs2)c(C(=O)OCC(=O)c2cc(C)n(-c3ccc(F)cc3)c2C)cc1OC
  8% | 0% | 14% | 24 | 9.5µM* | 23% | -20% | 0% | 3% | 10% | 11%
C=CCCCCc1nc2ccccc2c(=O)n1N
  -1% | 1% | 26% | 7 | -9% | -6% | 14% | 0% | -7% | 3% | -11%
COc1ccc(CN(C)C(=O)Cn2ccsc2=N)cc1OC
  0% | -11% | 13% | 7 | -1% | 0% | -7% | -2% | -10% | 2% | /
N#Cc1ccc(/C=C\c2nccc3c2[nH]c2ccccc23)cc1
  6% | 11% | 0.45µM* | 14 | ? | 17% | -47% | ? | 2.2µM* | -12% | 4%
CC(=O)c1c(C)[n+]([O-])c2ccc3c(non3O)c12
  -4% | 5% | -36% | -9 | ? | 1% | -1% | -1% | 0% | 22% | -4%
O=C(Nc1ccc2c(c1)OCCO2)C1CCN(c2nnnn2-c2ccccc2)CC1
  -6% | -9% | ? | 29 | 2% | -1% | 1% | 5% | 2% | -1% | 9%
Cc1cc(/C=N/NC(=O)c2cccs2)c(C)n1-c1cnccn1
  7.3µM* | 3.5µM* | ? | -5 | 4.8µM* | 10% | ? | 2µM* | 15% | 18% | -4%
N#CC1(NC(=O)COc2ccc3ccc(=O)oc3c2)CCCCC1
  ? | 1% | / | -3 | -1% | -2% | -9% | 0% | / | / | /
O=C(NN1C(=O)C2C3C=CC(C4CC34)C2C1=O)c1ccc(Cl)cc1 (configuration not stated)
  -3% | 7% | 16% | 6 | -3% | 1% | -24% | -2% | -13% | -11% | 0%
COc1cccc(NC(=O)C2(S(=O)(=O)c3ccc(Cl)cc3)CC2)c1
  0% | 0% | -3% | 3 | -2% | -4% | -2% | -3% | 3% | / | -2%
S=C(Nc1ccccc1Cl)N(CCCN1CCOCC1)Cc1ccccn1
  6% | 0% | -32% | -17 | 1% | -5% | -7% | -2% | 4%[10 µM] | 6% | -3%
O=C(Cn1cc(C(=S)N2CCOCC2)c2ccccc21)N1CCOCC1
  / | / | 0% | -8 | -1% | / | 0% | / | 1% | 16% | -6%
C/C(=C/c1ccccc1)C(=O)N1CC(C)OC(C)C1 (configuration not stated)
  -8% | 1% | 31% | -12 | -3% | -6% | 0% | -3% | -12% | -24% | 3%
Cc1n[nH]c(C)c1NC(=O)c1cc([N+](=O)[O-])ccc1Cl
  0% | -2% | -2% | -8 | 2% | -5% | 18% | -3% | 0% | -4% | -3%
COC(=O)c1ccc(Cl)c(NC(=O)CSc2ncn[nH]2)c1
  -1% | -6% | 1% | 1 | -1% | 6% | -11% | 1% | -7% | 21% | 2%
O=C(c1ccc(S(=O)(=O)c2ccccc2)cc1)N1CCc2ccccc2C1
  -1% | -2% | 23% | 4 | 2% | -8% | -13% | -2% | -7% | -1% | 25%
Cc1ccc(NC(=O)COc2ccc(N3CC(C(N)=O)CC3=O)cc2)c(C)c1 (configuration not stated)
  4% | -2% | -21% | -2 | 2% | -5% | -3% | 1% | 3% | 8% | -10%
NS(=O)(=O)c1ccc(CCNC(=O)c2cccnc2)cc1
  0% | 0% | -1% | -7 | 1% | -5% | 1% | 0% | -1% | 1% | -4%
Cc1ccc(S(=O)(=O)C2(C(=O)N3CCCCCC3)CC2)cc1
  0% | 2% | -9% | -4 | -2% | 2% | 9% | -1% | -16% | -14% | -16%
Cn1c(SCC(=O)NCCc2ccccc2)ncc(C(=O)Nc2ccc(F)cc2)c1=O
  3% | -4% | / | -3 | ? | 4% | -21% | -2% | / | / | /
COCCN(C(=O)CSc1n[nH]c(-c2ccccc2)n1)c1c(N)n(Cc2ccccc2)c(=O)[nH]c1=O
  0% | -4% | / | -17 | 2% | 6% | -3% | 0% | / | / | /
O=C(CNCCc1ccc(Cl)cc1Cl)NCc1ccco1
  -1% | -1% | -6% | -9 | 1% | -4% | -21% | -10% | -12% | -21% | 9%

Bioassay records as filed in PubChem.
